Screens: PubChem, National Center for Advancing Translational Sciences (NCATS)
TDP1 inh – qHTS Assay for Inhibitors of Tyrosyl-DNA Phosphodiesterase (TDP1); Potency, µM (top dose mostly 130 µM), without a hit: at the highest dose activity change, negative = inhibition, hits mostly inhibitors; actives 0.28% (n = 350,000); Tyrosyl-DNA phosphodiesterase 1 (Homo sapiens), Q9NUW8; recombinant TDP1, AlphaScreen DNA substrate cleavage; AID 485290, 2010; also: nearly all actives have a fitted effect of over 40% in size
Target sequence (Q9NUW8 whole entry, looked up): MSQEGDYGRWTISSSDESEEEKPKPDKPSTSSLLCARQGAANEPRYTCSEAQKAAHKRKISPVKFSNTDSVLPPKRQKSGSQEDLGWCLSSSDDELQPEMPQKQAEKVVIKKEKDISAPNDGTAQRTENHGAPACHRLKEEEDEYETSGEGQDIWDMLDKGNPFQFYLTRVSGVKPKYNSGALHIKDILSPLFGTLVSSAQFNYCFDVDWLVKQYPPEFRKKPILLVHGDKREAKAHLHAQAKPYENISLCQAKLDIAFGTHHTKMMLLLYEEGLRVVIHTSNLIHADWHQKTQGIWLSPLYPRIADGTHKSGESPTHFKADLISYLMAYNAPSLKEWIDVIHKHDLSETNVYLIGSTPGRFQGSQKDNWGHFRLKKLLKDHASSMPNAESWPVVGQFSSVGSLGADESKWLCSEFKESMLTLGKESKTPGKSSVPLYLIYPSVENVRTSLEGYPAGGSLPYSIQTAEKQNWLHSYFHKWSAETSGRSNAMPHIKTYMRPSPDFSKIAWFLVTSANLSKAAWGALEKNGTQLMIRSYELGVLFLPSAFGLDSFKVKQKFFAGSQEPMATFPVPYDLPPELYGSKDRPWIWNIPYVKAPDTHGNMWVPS
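Tdp1 1 nM final; 15 min RT w/ cpd; substrate 15 nM, 5 min; beads 10 ug/ml, 10 min; AlphaScreen read. Neg ctrl: no enzyme.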
N370S GC mod – qHTS Assay for Inhibitors and Activators of N370S glucocerebrosidase as a Potential Chaperone Treatment of Gaucher Disease; actives 0.092% (n = 330,000); N370S GC spleen homogenate, 4MU-glucoside fluorescence; AID 2101, 2009; Lysosomal acid glucosylceramidase (Homo sapiens), P04062; Potency, µM (top dose mostly 59.4 µM), for the others: at the highest dose activity change, negative = inhibition, hits mostly inhibitors;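 also: 0% = full enzyme activity and -100% = no enzyme basal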
FEN1 inhibitor – qHTS Assay for the Inhibitors of Human Flap endonuclease 1 (FEN1) | P39748 | Recombinant FEN1 flap cleavage, fluorescence, 15 min | Potency, µM (doses to about 114 µM), for the others: at the highest dose activity change, negative = inhibition, actives largely listed as inhibitors | actives 0.35% (n = 390,000) | AID 588795, 2011; also: nearly all actives have a fitted effect of over 65% in size
Target sequence (P39748 whole entry, looked up): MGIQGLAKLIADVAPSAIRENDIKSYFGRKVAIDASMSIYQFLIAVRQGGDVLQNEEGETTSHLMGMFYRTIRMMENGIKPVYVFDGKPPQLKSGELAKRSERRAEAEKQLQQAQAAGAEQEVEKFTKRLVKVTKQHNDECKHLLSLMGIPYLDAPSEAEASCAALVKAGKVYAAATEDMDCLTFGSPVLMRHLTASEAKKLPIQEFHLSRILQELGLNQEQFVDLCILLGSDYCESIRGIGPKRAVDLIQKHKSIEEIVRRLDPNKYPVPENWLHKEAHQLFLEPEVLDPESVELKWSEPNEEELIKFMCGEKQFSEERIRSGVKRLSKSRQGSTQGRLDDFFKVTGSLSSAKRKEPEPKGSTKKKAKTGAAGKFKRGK
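Nuclease activity of 10 nM FEN1 was measured after 15 min of room-temperature exposure to titrated compounds, by adding 50 nM flap substrate and reading plates at 0 and 15 min.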
* = called active by the depositor; u = inconclusive; x = not tested or not shown; & = joins results of further samples; [ ] = remark or other dose. Calls follow the shape of the dose curve; as a rule, active = well fitted curve in the direction sought with a large enough effect; inconclusive = small, poorly fitted or top-dose-only effect, or another doubt; inactive = no such curve, though single readings can be large; an effect the other way counts as inactive or inconclusive. Unless noted, % is scaled to controls: 0 for no effect and ±100 for the full control effect; potency is read from the fitted curve at half-maximal effect.

SMILES	TDP1 inh	N370S GC mod	FEN1 inhibitor
O=C(CNCC(=O)Nc1ccc(F)c(F)c1F)Nc1ccc(F)c(F)c1F	x	-6.6%	0.5%
CCN(CC)CCNc1ncnc2c1sc1nc(N3CCOCC3)c3c(c12)CCCC3	x	-19.3%	-19.1%
C=COCCCNc1ncnc2sc(-c3ccccc3)cc12	x	4.1%	-18.9%
COc1ccccc1-c1nnc(NC(=O)Cc2ccccc2)o1	-0.3%	-2.9%	-0.7%
Clc1ccc(N2CCN(Cc3ccco3)CC2)cc1	x	-16.3%	-2.8%
Nn1c(SCC(=O)NC2CCCCCC2)nnc1C(F)(F)F	0.3%	x	-12.1%
CCOc1ccc(C(=O)Nc2cc(NC(=O)c3ccco3)ccc2OC)cc1Br	-1.9%	x	29.4%
CCN(C[C@H]1N[C@@](CC)(C(=O)OC)[C@H]2C(=O)N(Cc3ccccc3)C(=O)[C@@H]12)C(=O)Nc1ccc(OC)cc1	1.4%	x	3.9%
CCOc1cc(/C=N/NC(=O)C2CCCC2)ccc1O	1.6%[56.1 µM]	6.6%	-3.9%
O=C(NCc1cccnc1)/C(=C\c1ccc(-c2ccc(Cl)c(Cl)c2)o1)S(=O)(=O)c1ccccc1	-5.3%	11.3%	-12.1%
O=C(CCC(=O)c1cccs1)OCC(=O)c1ccc(Cl)s1	1.0%	-12.3%[2.35 µM]	1.3%
CCn1c(SCC(=O)NC2CCCC2)nnc1C(C)NC(=O)c1ccccc1F (stereo not given)	x	0.9%	-11.1%
COc1c(O)c(O)cc2c1oc1c3ccccc3oc(=O)c21	4.5%	-1.5%	x
CCC(C)N(C(=O)CSc1nncn1C)C1CCS(=O)(=O)C1 (stereo not given)	0.5%	x	0.4%
COc1cc(C2OCC3C(c4ccc(OC5OC(CO)C(O)C(O)C5O)c(OC)c4)OCC23)ccc1O (stereo not given)	-3.8%	-9.7%	10.2%
O=C(O)c1ccc2nc(-c3ccccc3)c(-c3ccccc3)nc2c1	4.9%&5.8%	u	13.0%
Cc1ccsc1-c1nc(CN2CCN(C)C(=O)[C@@H]2C)c(C)o1	-2.6%	1.6%	14.4%
C=CCN(C(=O)c1ccccc1)c1ccc(OC)cc1	4.4%	-15.7%	-5.7%
CCOc1ccc(C(C)=O)cc1COC(=O)c1ccc2c(c1)NC(=O)CS2	-0.2%[56.1 µM]	x	-1.6%
COc1ccc(C(=O)Nc2cccnc2)cc1OC	-5.2%	12.7%	7.5%
COCCN(C(=O)c1ccc(-c2ccc([N+](=O)[O-])cc2)o1)c1c(N)n(CC(C)C)c(=O)[nH]c1=O	5.9%	-4.7%	-2.5%
Cc1ccccc1NS(=O)(=O)c1ccc(OCC(=O)N2CCCCC2)cc1	-6.8%	-6.8%	-1.6%
CC(C)(C)c1ccc(CN2C(=O)CSC2=O)cc1	-2.4%	1.8%	14.5%
COC(=O)c1ccc(CSc2nc3ccccc3o2)cc1	-6.5%	15.4%	-6.1%
COC(=O)c1ccc(NC(=O)CN2CCN(S(=O)(=O)c3cc(Cl)ccc3OC)CC2)cc1	-1.0%	8.7%	3.3%
Cc1nn(CC(=O)N2CCC(C)CC2)c(=O)c2cc3occc3n12	0.0%	x	12.1%
COc1ccc(-c2c(C)n([O-])c3c([n+]2=O)CCCC3)cc1OC	5.1%	-19.1%	x
Cc1cc(C)c(NC(=O)C(C)n2nc(C)c3sc4ccccc4c3c2=O)c(C)c1 (stereo not given)	-5.7%	x	-15.4%
O=C1CC(c2ccc(Cl)cc2)n2nc(NS(=O)(=O)c3ccc(F)cc3)nc2N1 (stereo not given)	6.9%	u	3.9%
COc1ccc(OC)c(CCNC(=O)CCCC(=O)n2ncc3cc(C)ccc32)c1	x	-2.3%	2.6%
CC(C)Cc1nnc(NC(=O)CCC(=O)NCCc2ccccc2)s1	-3.7%	-24.0%	20.7%
COc1ccc(OCC(=O)Nc2c3c(nn2C(C)(C)C)CSC3)cc1	4.6%	-10.8%	-3.4%
COCCCNC(=O)Nc1ccc(Br)cc1Cl	0.0%	-0.4%	-14.4%
COc1c(C)cc(C(=O)C2CCCN(Cc3ccc(Oc4ncccn4)cc3)C2)cc1C (stereo not given)	-5.4%	-17.1%	4.8%
Cc1cccc(NC(=O)CN2CCCCCC2)c1	9.2%	-2.4%	7.4%
Cc1ccc(S(=O)(=O)N2CCC(C(=O)NCc3ccccc3Cl)CC2)cc1	0.0%&3.9%	13.9%	u
O=S(=O)(N1CCOCC1)N1CCN(c2ccc(F)cc2)CC1	7.9%	1.4%	5.9%
CCOc1ccccc1CN1CCCC(CNC(=O)Cc2ccc(OC)cc2)C1 (stereo not given)	x	6.2%	-5.8%
O=C(COc1ccccc1)Nc1c2c(nn1-c1ccccc1)CS(=O)C2 (stereo not given)	5.6%	-4.2%	1.9%
Cn1cc(/C=N/NC(=O)c2cc3cc(Br)ccc3o2)c2ccccc21	x	-1.8%	5.8%

Another view of some results above.
Molecule | TDP1 inh | N370S GC mod | FEN1 inhibitor
O=C(COc1ccccc1)Nc1c2c(nn1-c1ccccc1)CS(=O)C2 (stereo not given) | 5.6% | -4.2% | 1.9%
O=S(=O)(N1CCOCC1)N1CCN(c2ccc(F)cc2)CC1 | 7.9% | 1.4% | 5.9%
COC(=O)c1ccc(NC(=O)CN2CCN(S(=O)(=O)c3cc(Cl)ccc3OC)CC2)cc1 | -1.0% | 8.7% | 3.3%
Cn1cc(/C=N/NC(=O)c2cc3cc(Br)ccc3o2)c2ccccc21 | x | -1.8% | 5.8%
COCCN(C(=O)c1ccc(-c2ccc([N+](=O)[O-])cc2)o1)c1c(N)n(CC(C)C)c(=O)[nH]c1=O | 5.9% | -4.7% | -2.5%
CC(C)Cc1nnc(NC(=O)CCC(=O)NCCc2ccccc2)s1 | -3.7% | -24.0% | 20.7%

Remaining list, next part
SMILES	TDP1 inh	N370S GC mod	FEN1 inhibitor
C[C@H](CO)N1C[C@H](C)[C@@H](CN(C)S(C)(=O)=O)Oc2c(NC(=O)c3ccncc3)cccc2C1=O	-7.0%	x	-7.3%
CC(C)=CCC/C(C)=C/CO/N=C1/C[C@@H](O)[C@@H](O)[C@@H]2[C@@H]3C(=O)N(C[C@@H]4CCCO4)C(=O)[C@H]3CC[C@H]12	7.9%[21 µM]	-3.1%[12.8 µM]	x
COC(=O)c1ccccc1NC(=O)CNC(=O)c1ccco1	0.0%	2.9%	-0.5%
O=C(NCc1ccco1)c1cc([N+](=O)[O-])ccc1N1CCOCC1	2.5%	9.4%	4.9%
Cc1ccc(CN2CCN(C3CCC3)CC2CCO)cc1 (stereo not given)	x	-6.2%	9.1%
COc1cc2c(cc1OC)C(C(=O)N1CCCCC1)C(c1ccccc1F)N(C)C2=O (stereo not given)	4.4%	9.5%	-3.0%
COc1cccc(OCCn2cc(C=O)c3ccccc32)c1	x	7.7%	-13.2%
O=C(NC1CCCCC1)c1ccc2c(c1)OCCO2	11.6%	-4.6%	16.9%
CC1CCN(S(=O)(=O)c2ccc(NC(=O)c3ccco3)cc2)CC1	-10.1%	-5.7%	-1.2%
Cc1cccc(-c2n[nH]c(=S)n2/N=C/c2cccs2)c1	6.8%	10.6%	-4.8%
Cc1c2c(nc3ccccc13)OCC2	3.9%&0.9%	19.6%&-2.8%	-7.0%
COc1cccc(OC)c1C(=O)Nc1sc2c(c1C(N)=O)CCN(Cc1ccccc1)C2	x	0.6%	-21.9%
CC1CCCN(c2nc3ccsc3c(=O)s2)C1 (stereo not given)	-9.3%	u	-7.1%
CCOc1cc(/C=N/NC(=O)c2ccc(CN3CCOCC3)cc2)ccc1OCc1ccccc1	-2.3%	-12.6%	5.4%
O/N=C/c1ccccc1OCc1ccc(Cl)cc1	5.9%	4.3%	-15.5%
Cc1nc(-c2ccccn2)sc1C(=O)Nc1ccc(F)cc1	3.9%	5.1%	-0.6%
Cc1c(C(=O)NCCc2ccccc2)oc2ccc(S(=O)(=O)N3CCC4(CC3)OCCO4)cc12	2.1%	x	-7.4%
Cc1cccc(C)c1NC(=O)C(NC(=O)c1ccccn1)c1ccccc1[N+](=O)[O-] (stereo not given)	8.1%	10.9%	-5.6%
COc1ccc(OC)c(NC(=O)c2csc(Cl)c2OC)c1	x	-2.8%	-17.2%
CCOc1ccc(S(=O)(=O)Nc2cccc(C(=O)N3CCN(c4ccc(OC)cc4)CC3)c2)cc1	8.0%	-2.0%	-14.8%
Cc1nc(Nc2cccc(C(F)(F)F)c2)nc2c1C(=O)CC(C)C2 (stereo not given)	6.2%	3.8%	11.0%
Cc1sc2c(c1C)c(=O)n(-c1ccc(F)cc1)c(=O)n2CC(=O)NCc1ccco1	5.9%	-16.2%	3.8%
CN(c1nc2nonc2nc1NC1CC1)C1CCOC1 (stereo not given)	5.6%	-6.7%	-2.3%
CC(C)C(=O)Nc1c(C(=O)c2ccc(F)cc2)oc2ccccc12	0.0%	10.5%	-11.3%
C(=N\Nc1nc(-c2ccccc2)cs1)/c1cccs1	5.2%	-4.9%	-6.8%
CC1(C)Cc2nc3sc(C(=O)NCCCO)c(N)c3cc2CS1	-2.4%	-2.0%	-6.3%
O=C(N1CCCCC1)N1CCCN(C(=O)N2CCCCC2)CC1	4.4%	-1.7%	1.4%
CCOC(=O)C1=C(COC(=O)/C=C/c2ccc(OC)cc2)NC(=O)NC1C (stereo not given)	-1.7%	-8.0%	-0.1%
Cc1cccc(CC2CC(=O)N(C3CCCCC3)C2=O)c1 (stereo not given)	4.1%	4.1%	-3.4%
Cc1ncc2c(n1)-c1cc(F)ccc1SC2	x	-6.2%	14.1%
O=C(O)[C@H](Cc1ccccc1)N1C(=O)c2c(Cl)c(Cl)c(Cl)c(Cl)c2C1=O	x	-2.3%	-4.7%
CCOC(=O)c1[nH]c2ccccc2c1N=C(C)N(CC)CC	4.2%	3.8%	5.3%
O=C(NCc1ccccn1)Nc1cccc(NC(=O)NCc2ccccn2)c1	9.8%	0.5%	2.6%
Cc1cccc2c1-c1sc(C(=O)NCCCN3CCc4ccccc4C3)cc1CO2	1.3%	20.5%	-7.3%
CC1CN(CCOc2ccccc2[N+](=O)[O-])CC(C)O1 (stereo not given)	x	-2.1%	20.7%
O=C(O)COc1ccccc1/C=N/NC(=O)c1ccc2c(c1)OCCO2	-13.7%	-10.7%	-6.3%
Fc1ccc(CN2CCSCC2)cc1F	x	-3.6%	6.5%
CCOC(=O)C1(Cc2ccccc2)CCN(Cc2ccon2)CC1	-2.8%	3.2%	-18.4%
O=C(NCc1cccc(F)c1)c1ccc(CS(=O)c2ccccc2Cl)o1 (stereo not given)	5.1%	x	-1.5%
O=C(Nc1ccc2nc(SCC(=O)N3CCc4ccccc43)sc2c1)c1cccc(F)c1	1.6%	x	12.4%
O=C1CC(c2ccc(OCCCCCOc3ccc(C4CC(=O)NC4=O)cc3)cc2)C(=O)N1 (stereo not given)	0.0%	-13.2%	0.9%
CCN1C(=O)[C@H]2[C@H]3CN=C(SCc4ccc(C)cc4)N3[C@@](C)(C(=O)OC)[C@H]2C1=O	0.3%[56.1 µM]	x	8.4%
CCn1c(=O)c2cc(C(=O)NCCCOC)sc2c2ccccc21	5.8%	u	0.5%&-1.9%
CN(Cc1ccccc1)C(=O)C1CCN(S(=O)(=O)c2cccc3nsnc23)CC1	4.9%	-5.8%	7.6%
CCN(C(=O)c1ccc(N2CC3CC(C2)c2cccc(=O)n2C3)c(NC(=O)c2ccncc2)c1)c1cccc(C)c1 (stereo not given)	1.2%	6.8%	0.8%
CCSc1ccccc1C(=O)N1CCN(c2ccccc2F)CC1	-1.1%	-11.7%	-14.9%
C#C[C@]1(O)CCC2C3CCC4=CC(=O)CCC4C3CC[C@@]21C (stereo not given in full)	10.7%[56.1 µM]	4.2%	x
CC(=O)N1CCN(CCS(=O)(=O)c2ccc(Br)cc2)CC1	-0.1%	x	5.5%
O=C(C[n+]1ccccc1)Nc1ccc(Oc2ccccc2)cc1	2.6%	-11.2%	4.0%
OC1(c2ccccc2F)CCN(Cc2nnc(-c3ccccc3)o2)CC1	-3.1%	28.8%	-6.0%
O=C1NC(c2ccc(Br)cc2)Nc2ccccc21 (stereo not given)	x	24.3%	1.6%
Cc1ccc(C(=O)NC(=S)NCc2ccco2)cc1	5.1%	1.2%	3.8%
CC(C)(C)c1ccc(C(=O)Nc2c(C(=O)c3ccc(F)cc3)oc3ccccc23)cc1	-5.3%	x	-5.0%
O=C(O)c1ccccc1C(=O)c1ccc(Cl)cc1	3.5%	1.3%	-4.9%

In a second layout: results already given.
Compound | TDP1 inh | N370S GC mod | FEN1 inhibitor
O=C1CC(c2ccc(OCCCCCOc3ccc(C4CC(=O)NC4=O)cc3)cc2)C(=O)N1 (stereo not given) | 0.0% | -13.2% | 0.9%
CCN1C(=O)[C@H]2[C@H]3CN=C(SCc4ccc(C)cc4)N3[C@@](C)(C(=O)OC)[C@H]2C1=O | 0.3%[56.1 µM] | x | 8.4%
CCn1c(=O)c2cc(C(=O)NCCCOC)sc2c2ccccc21 | 5.8% | u | 0.5%&-1.9%
